Tb PYK inh: qHTS of Trypanosoma Brucei Inhibitors. pyruvate kinase (Trypanosoma brucei), Q57TT1. TbPYK enzyme, Kinase-Glo Plus ATP luminescence, 45 min. Potency, µM (titrated, usually from 76.8 µM), for the others: top-dose activity, negative = inhibition, actives largely listed as inhibitors. actives 0.12% (n = 410,000); also: potency is read from the fitted curve at half-maximal effect; nearly all actives have a fitted effect of over 50% in size
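Glycolytic pyruvate kinase of T. brucei was incubated with substrate, test compound and 130 uM ADP for 45 minutes at room temperature. Luminescent Kinase-Glo Plus signal was measured after 10 minutes.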
HCV inh: qHTS Assay for Inhibitors of Hepatitis C Virus (HCV) | Potency, µM (series often up to 41.8 µM), for the others: at the highest dose activity change, negative = inhibition, actives largely listed as inhibitors | AID 651820, 2012 | Huh7.5.1 HCVcc-Cre infection, luciferase reporter, 44 h | actives 3.4% (n = 340,000); also: potency is read from the fitted curve at half-maximal effect
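Compounds are dispensed onto cells plated 4 h earlier at 1,000 per well, with HCVcc-Cre virus (about 0.5 moi) added next. Following 44 h of culture, luminescent signal is measured for 15 sec after 15 min with substrate at room temperature.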
AmpC inh detg: qHTS Inhibitors of AmpC Beta-Lactamase (assay with detergent); P00811; AmpC hydrolysis of nitrocefin, absorbance 480 nm, 0.01% Triton; Potency, µM (top dose mostly 114 µM), for the others: at the highest dose activity change, negative = inhibition, usual class: inhibitors; actives 0.041% (n = 370,000); AID 485294, 2010;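 also: potency is read from the fitted curve at half-maximal effect; 0% = no-compound wells and -100% = no-enzyme wells; nearly all actives have a fitted effect of over 25% in size; some results filed as inactive show a strong effect at the top dose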
Target sequence (P00811 whole entry, looked up): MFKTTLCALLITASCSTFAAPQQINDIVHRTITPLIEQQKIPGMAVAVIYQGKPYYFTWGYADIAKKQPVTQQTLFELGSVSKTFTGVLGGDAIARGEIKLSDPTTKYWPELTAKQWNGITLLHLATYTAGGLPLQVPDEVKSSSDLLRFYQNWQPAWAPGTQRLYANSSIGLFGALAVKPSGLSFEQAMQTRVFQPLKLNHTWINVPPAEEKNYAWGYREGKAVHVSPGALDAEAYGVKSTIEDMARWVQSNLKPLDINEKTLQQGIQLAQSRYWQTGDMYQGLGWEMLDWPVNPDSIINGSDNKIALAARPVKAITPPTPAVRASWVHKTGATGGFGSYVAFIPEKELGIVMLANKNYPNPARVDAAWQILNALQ
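20 mM phosphate pH 7.0 + 0.01% (detergent screen) or 0.0001% Triton X-100; 5.3 nM AmpC reagent; cpd preinc 15 min RT; nitrocefin (800 uM stock) to start; A480 q20 s × 4 min; Activity was normalised to no-enzyme and no-compound control wells.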
HCMV antiviral: qHTS Assay for inhibitors of the human cytomegalovirus (HCMV) | HFF cells, HCMV-luciferase reporter, 72 h; active compounds read low | activity change, negative = inhibition, % at 57.5 µM | actives 4.5% (n = 410,000) | AID 1259415, 2018; in the data active = activity change below about -60%; inconclusive = no clear call, values can overlap the other calls; inactive = above about -39%
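Steps: HFFs plated, 16 h 37C; compounds added; HCMV-luciferase added to MOI 1 PFU/cell; 72 h 37C; OneGlo reagent, 5 min room temperature; luminescence read, normalized to controls.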
LmPK inhibitor: qHTS Assay for Inhibitors of Leishmania Mexicana Pyruvate Kinase (LmPK) | AID 1721, 2009 | Potency, µM (titrated, usually from 57.5 µM), inactives show top-dose activity change, negative = inhibition, hits mostly inhibitors | actives 0.37% (n = 290,000) | purified LmPK, Kinase-Glo ATP luminescence, 1 h | Q27686; also: potency is read from the fitted curve at half-maximal effect
Target sequence (Q27686 whole entry, looked up): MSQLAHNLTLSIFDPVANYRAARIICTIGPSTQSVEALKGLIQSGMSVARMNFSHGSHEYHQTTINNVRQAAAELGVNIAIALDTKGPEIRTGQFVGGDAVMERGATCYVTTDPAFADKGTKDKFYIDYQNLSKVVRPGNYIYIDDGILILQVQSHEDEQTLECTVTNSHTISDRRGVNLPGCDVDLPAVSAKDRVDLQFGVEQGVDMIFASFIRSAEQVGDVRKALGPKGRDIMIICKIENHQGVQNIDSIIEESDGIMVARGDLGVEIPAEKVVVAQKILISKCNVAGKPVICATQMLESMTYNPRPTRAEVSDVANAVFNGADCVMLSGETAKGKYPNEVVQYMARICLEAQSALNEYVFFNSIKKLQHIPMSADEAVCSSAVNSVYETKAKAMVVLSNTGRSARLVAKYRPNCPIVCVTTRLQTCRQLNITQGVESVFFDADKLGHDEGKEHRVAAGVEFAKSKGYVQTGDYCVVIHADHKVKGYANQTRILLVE
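0.1 nM LmPK, 0.5 mM PEP, 0.1 mM ADP; 50 mM imidazole pH 7.2, 7 mM MgCl2, 50 mM KCl; 1 h RT. Kinase-Glo luminescence readout, normalized to no-enzyme (full inhibition) and uninhibited wells.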
AmpC inh no detg: qHTS Inhibitors of AmpC Beta-Lactamase (assay without detergent) | AmpC nitrocefin hydrolysis, absorbance 480 nm, 0.0001% Triton | Potency, µM (top dose mostly 57.1 µM), for the others: top-dose activity change, negative = inhibition, most hits filed as inhibitors | actives 0.52% (n = 330,000);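 also: potency is read from the fitted curve at half-maximal effect; plate controls were no compound for no effect and no enzyme for full effect; nearly all actives have a fitted effect of over 20% in size; some results filed as inactive show a strong effect at the top dose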
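20 mM phosphate pH 7.0 + 0.01% (detergent screen) or 0.0001% Triton X-100; 5.3 nM AmpC reagent; cpd preinc 15 min RT; nitrocefin (800 uM stock) to start; A480 q20 s × 4 min; Activity was normalised to no-enzyme and no-compound control wells.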
AMA1 RON2 block: qHTS for Inhibitors of AMA1-RON; Towards Development of Antimalarial Drug Lead: Primary Screen | Plasmodium falciparum AMA1 (3D7) - RON2 peptide interaction | AlphaScreen AMA1-biotinylated RON2 peptide binding | Potency, µM (top dose mostly 58.2 µM), without a hit: at the top dose activity change, negative = inhibition, usual class: inhibitors | actives 0.2% (n = 360,000) | AID 720542, 2013;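 also: potency is read from the fitted curve at half-maximal effect; 0% = vehicle wells and -100% = peptide control; nearly all actives have a fitted effect of over 45% in size; some results filed as inactive show a strong effect at the top dose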
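AMA1 (3D7) with his tag at 25 nM final met compounds first, then biotinylated RON2 peptide at 25 nM; detection used donor plus acceptor beads, 10 µg/mL apiece, read by AlphaScreen after 30 min at room temperature.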
An asterisk follows results filed as active; u = inconclusive; x = not tested or not shown; & = joins results of further samples; [ ] = another dose, or the depositor's remark. Unless noted, calls follow the shape of the dose curve; as a rule, active = well fitted curve in the direction sought with a large enough effect; inconclusive = small, poorly fitted or top-dose-only effect, or another doubt; inactive = no such curve, though single readings can be large; an effect the other way counts as inactive or inconclusive. Unless noted, % is scaled to controls: 0 for no effect and ±100 for the full control effect.

Results follow in this order: Tb PYK inh	HCV inh	AmpC inh detg	HCMV antiviral	LmPK inhibitor	AmpC inh no detg	AMA1 RON2 block
[1] COC(=O)Cc1cc(=O)oc2c(C)c(O)ccc12
→ 3%	-6%	-1%	-25	1%	-15%	-6%
[2] COC(=O)COn1c(SCC(=O)OC)nc2ccccc2c1=O
→ 3%	13%	10%	-26	1%	-1%	0%
[3] O=C(NC1CCCCC1)C1CCC(CNS(=O)(=O)c2cccc3nsnc23)CC1 (stereo not drawn)
→ -9%	8%	u	14	12%	-18%	10%
[4] Cn1nc(C(=O)OCC(=O)Nc2ccc(F)cc2Cl)c2ccccc2c1=O
→ -1%	-1%	x	15	x	-31%	14%
[5] COc1cc(CNCc2ccccn2)ccc1OCc1c(Cl)cccc1Cl
→ 4%	11µM*	6%	-15	-1%	49%	6%
[6] CCNc1nc(NCC)n2c(SCC(=O)Nc3c(C)cccc3C)nnc2n1
→ -4%	6%	-15%	-30	x	-7%	-10%
[7] O=C(Nc1ccc(N2CCOCC2)cc1)c1cccc2c(Br)cccc12
→ -5%	5%	3%	-18	-1%	-6%	-2%
[8] Cc1ccc(-n2nnnc2CNC(=O)C2CC(=O)N(c3ccc(F)cc3)C2)cc1C (stereo not drawn)
→ 3%	-24%	u	1	x	48%	1%
[9] COCc1cn(CC(=O)c2sc(NC(=O)C(C)(C)C)nc2C)nn1
→ -1%	x	x	-14	x	x	5%
[10] Clc1ccc(-c2nn3c(-c4ccccc4)nnc3s2)cc1
→ 4%	1%	10%	-27	1%	-16%	13%
[11] Cc1ccc(NC(=O)Nc2ccc(Cl)cc2)c(Br)c1
→ -6%	u	-1%	-17	3%	-28%	-4%
[12] Cc1ccc(CNC(=O)c2cc(-c3ccccc3)nn2CC2CC(c3cccc([N+](=O)[O-])c3)=NO2)cc1 (stereo not drawn)
→ -3%	u	x	17	x	x	-15%
[13] CCCCN(CCCC)CCNC(=O)c1cc(-c2cccnc2)nc2ccc(S(=O)(=O)N3CCC(C)CC3)cc12
→ -5%	x	5%	-4	x	x	x
[14] O=C(O)c1ccc(NC(=O)c2cn(-c3ccccc3)nc2-c2ccc(F)cc2)cc1
→ -3%	23%	u	19	2%	-23%	-8%
[15] CN(C)CCN(Cc1ccccc1)S(=O)(=O)c1ccc(-c2ccc(=O)[nH]n2)s1
→ -14%	15%	-13%	-17	-1%	45%	14%
[16] COC(=O)c1ccc(N2C(c3cc(OC)cc(OC)c3)=Cc3ccc(-c4cnc(OC)nc4)cc3C2CC(=O)C2CC2)cc1 (stereo not drawn)
→ -5%	x	x	9	x	x	4%
[17] CC(=O)Nc1ccc(C(=O)CSc2nnc(Cn3nnc4ccccc43)n2C)cc1
→ 0%	0%	u	37	-5%	-3%	u
[18] Cc1c(N=Cc2c(O)n(Cc3ccco3)c(=O)c3ccccc23)c(=O)n(-c2ccccc2)n1C
→ 4%	u	u	-26	2%&7%	32%&94%	-5%
[19] Cc1occc1C(=O)N1CCN(S(=O)(=O)c2ccc(F)cc2)CC1
→ -4%	15%	u	94	x	-1%	-1%
[20] COc1ccc2[nH]c(=O)c(CN(CC3CCCO3)S(=O)(=O)c3ccccc3F)cc2c1 (stereo not drawn)
→ 7%	-19%	u	-20	0%	8%	10%
[21] COc1ccc(NC(=O)Cn2nnc(-c3ccccc3NS(=O)(=O)c3ccccc3)n2)cc1
→ 5%	-51%	u	x	0%	-23%	-8%
[22] Cc1nn(S(=O)(=O)c2ccc(Br)cc2)c(C)c1S(=O)(=O)N1CCOCC1
→ 3%	6%	-3%	-34	-8%	-10%	-6%
[23] COc1ccc(C(=O)NC(Oc2ccccc2)C(Cl)(Cl)Cl)cc1 (stereo not drawn)
→ 0%	10%	1%	26	8%	-15%	4%
[24] CCOC(=O)CC(=O)CSc1nc(-c2cccnc2)ccc1C#N
→ -14%	7%	3%	-23	-15%	1%	-5%
[25] OCCNCC12CC3CC(CC(C3)C1)C2
→ -1%	7%	0%	21	0%	-20%	16%
[26] CC(C)c1ccc(O)c(N)c1
→ -19%	-9%	-3%	-17	1%	-25%	42%[activator]
[27] Cc1ccc(S(=O)(=O)N(CC(=O)N/N=C/c2ccco2)c2cc(Cl)cc(Cl)c2)cc1
→ 8%	-15%	u	u	-2%	-38%	41%[activator]
[28] CN1CCc2c(sc(NC(=O)Cc3ccc(F)cc3)c2C(N)=O)C1
→ 7%	12%	-6%	u	0%	-5%	0%
[29] O=C(CS(=O)c1cccc(C(F)(F)F)c1)Nc1ccc(Cl)cc1Cl (stereo not drawn)
→ -6%	1%	0%	10	0%	12%	-2%
[30] Oc1c(Br)cc(Br)cc1CN1CCN(Cc2ccccc2)CC1
→ -3%	5%	-2%	1	5%	-16%	u
[31] CC[C@H](C)[C@@H](C(=O)N1CCNCC1)n1cc([C@@H](N)CC(C)C)nn1
→ 0%	-17%	6%	-12	-5%	-9%	-4%
[32] Cc1noc(C)c1CCC(=O)N1CCCC(CO)(Cc2ccccc2)C1 (stereo not drawn)
→ 4%	2%	-8%	50	-1%	62%[activator]	-4%
[33] COc1ccc(CN2C(=O)c3ccccc3C2OC)cc1 (stereo not drawn)
→ 9%	-1%	-11%	94	0%	-9%	u
[34] Cc1ccc(F)c([C@H]2[C@H]3C=CC[C@@H](C)[C@@H]3C(=O)N2Cc2ccccc2)c1
→ -1%	18%	-9%	-23	5%	24%	2%
[35] CCOC(=O)c1sc(NC(=O)CSc2n[nH]c(-c3ccccc3)n2)c(C#N)c1C
→ u	7%	-3%	-32	2%	-39%	63%[activator]
[36] Cc1ccccc1NC(=S)N(CCN1CCCCCC1)Cc1cccs1
→ -5%	-13%	3%	u	11%	-24%	-4%
[37] CN(C(=O)c1cccc(NC(=O)Cc2ccc(NC(=O)C3CCN(C(=O)C4CCCCC4)CC3)cc2)c1)C1CCCC1
→ 0%	-19%[8.37 µM]	x	-7	x	x	-15%
[38] O=C1CCCC2=C1C(c1ccccc1)n1c(s/c(=C/c3cccc(F)c3)c1=O)=N2 (stereo not drawn)
→ -7%	-4%	1%	-24	7%	-20%	-5%
[39] Cc1nc2ccccn2c1C(=O)NNS(=O)(=O)c1ccc(C(C)(C)C)cc1
→ -17%	u	4%	-63*	0%	-17%	-1%
[40] O=c1c(Cl)c(N2CCN(c3ccc(F)cc3)CC2)cnn1-c1nc2ccccc2s1
→ -1%	1%	-5%	107	-8%	-9%	13%
[41] CC(C(=O)Nc1ccc(S(=O)(=O)N2CCCC2)cc1)N1CCN(c2ccccc2O)CC1 (stereo not drawn)
→ -1%	u	x	0	x	-7%	9%
[42] CCOC(=O)N1CCN(C(c2ccc(C)cc2)c2sc3nc(C)nn3c2O)CC1 (stereo not drawn)
→ 2%	-9%	3%	25	4%	90%[activator]	15%
[43] C/C=C\C=C\C(=O)N1CC2(CC(c3cccc(NC(=O)CC)c3)=NO2)C[C@H]1C(N)=O (stereo partly drawn)
→ -20%	22%	1%	54	2%	42%	-4%
[44] Cc1cccc(-c2noc(-c3csc([C@@H]4C[C@H](O)[C@@H](CO)O4)n3)n2)c1
→ 0%	x	x	73	x	x	-1%
[45] Cc1cc(=O)n2nc(N3CCC(C(=O)NCc4cccc(Br)c4)CC3)sc2n1
→ 0%	-6%	5%	-20	-8%	107%[activator]	9%
[46] N#CC1=C(N)Oc2c(c(=O)oc3ccccc23)C1c1ccncc1 (stereo not drawn)
→ 3%	13%	-1%	-25	3%	-15%	14%
[47] CC1=C(C(=O)N(C(C)C)C(C)C)CC(CC(=O)NC(c2ccccc2)c2ccccc2)C(=O)N1Cc1ccc(F)cc1 (stereo not drawn)
→ -1%	x	x	-19	x	x	-6%
[48] CCCNC(=O)C1CC2Cn3c(nc4ccccc43)C2N1C (stereo not drawn)
→ -6%	15%	2%	74	x	2%	-11%
[49] COc1ccc(/C=N/Nc2nc3ccccc3o2)cc1O
→ 0%	-29%	u	5	u	-37%	61%[activator]
[50] COc1ccccc1NC(=O)CN1C(=O)COc2ccc(C)cc21
→ -15%	-6%	-4%	u	-2%	-19%	16%
[51] Cc1c(NC(=O)c2cccs2)cccc1[N+](=O)[O-]
→ -2%	-1%	-9%	-20	2%	-19%	-17%
[52] COc1ccc(-c2cc(-c3ccc(C)cc3)nc3c2COc2ccccc2-3)cc1
→ -1%	x	-3%	-3	x	x	x
[53] O=C(Nc1cccc(Oc2ccc(C(=O)O)c(C(=O)O)c2)c1)c1ccc(-c2ccccc2)cc1
→ -6%	10%	0%	9	-3%	-48%	-3%
[54] COc1cc(/C=C/CO)cc(OC)c1OC/C=C(\C)CCC=C(C)C
→ -6%	10%	8%	-28	3%	65%[activator]	2%
[55] CCOC(=O)c1ccc(S(=O)(=O)N2CCC(C(=O)NCC3COc4ccccc4O3)CC2)cc1 (stereo not drawn)
→ -2%	x	x	6	x	x	11%

Given with bars between the fields: entries from further up.
entry | structure | Tb PYK inh | HCV inh | AmpC inh detg | HCMV antiviral | LmPK inhibitor | AmpC inh no detg | AMA1 RON2 block
3 | O=C(NC1CCCCC1)C1CCC(CNS(=O)(=O)c2cccc3nsnc23)CC1 (stereo not drawn) | -9% | 8% | u | 14 | 12% | -18% | 10%
4 | Cn1nc(C(=O)OCC(=O)Nc2ccc(F)cc2Cl)c2ccccc2c1=O | -1% | -1% | x | 15 | x | -31% | 14%
5 | COc1cc(CNCc2ccccn2)ccc1OCc1c(Cl)cccc1Cl | 4% | 11µM* | 6% | -15 | -1% | 49% | 6%
6 | CCNc1nc(NCC)n2c(SCC(=O)Nc3c(C)cccc3C)nnc2n1 | -4% | 6% | -15% | -30 | x | -7% | -10%
7 | O=C(Nc1ccc(N2CCOCC2)cc1)c1cccc2c(Br)cccc12 | -5% | 5% | 3% | -18 | -1% | -6% | -2%

Compound activity from PubChem.
